Pf Dd2 growth: inhibitors of Plasmodium falciparum Dd2 growth; P. falciparum Dd2 growth, SYBR Green, 72 h; Potency, µM (highest dose often 28.9 µM), for the others: at the top dose activity, negative = inhibition, hits mostly inhibitors; 120,000 compounds, 4.3% hits; AID 1347417; active means well fitted inhibition curve with a large enough effect; inconclusive means small, poorly fitted or top-dose-only effect; inactive means no such curve, though single readings can be large or run the other way;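 further: plate controls were DMSO vehicle for no effect and reference drug for full effect; nearly all actives have a fitted effect of over 65% in size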
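Readout: SYBR Green fluorescence, 485 nm excitation, 535 nm emission, after ~16 h lysis at 37C. Before that, Dd2-infected red cells (2.5% hematocrit) grew 72 h with compound, 29 uM top final concentration.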
The depositor's hits bear a star; i = inactive; ? = inconclusive; [ ] = dose if it differs, or a comment. Potency means the concentration at half of the fitted maximal effect. Some of the compounds tested; count on the stated rates, not on these rows.

SMILES | Pf Dd2 growth
COc1ccccc1N1CCN(CCC(=O)N(C)Cc2ccccc2)CC1=O | -15%
COc1ccc(NC(=O)C2(C)CN(C)Cc3ccc(Nc4cccc(OC)c4)nc32)cc1 (stereo not drawn) | ?
Cc1cccc(N(C)C(=O)CN2C(=O)NC3(CCCCC3)C2=O)c1 | -7%
CN1CCC(NC(=O)C2(C)CCCc3cnc(NCc4ccccc4)nc32)CC1 (stereo not drawn) | -21%[44.1 µM]
COc1cccc(C(=O)NCc2nc(-c3ccccc3)no2)c1OC | 26%
O=C(Nc1ccccc1F)N1CC2CCC(C1)N2CC1CCCC1 | -11%
CC(C)c1cccc(NC(=O)CN2C(=O)C(c3ccccc3)=NC2(C)C)c1 | -15%
CCN1CCN(c2ccc(C(=O)N3CCC(N4CCOCC4)CC3)cn2)CC1 | -7%
O=C(NC1CCC(O)CC1)C1CCCN(c2nc(-c3ccccc3)nc3c2CCC3)C1 (stereo not drawn) | ?
Cc1cc(C)n(CC(=O)N2CCN(Cc3ccccc3)CC(O)C2)c(=O)n1 (stereo not drawn) | 1%
C[C@@H]1CN(Cc2nc3c(n2Cc2ccccc2)C(=O)N(CCOc2ccccc2)CCN3)C[C@H](C)O1 | ?
COc1ccc(Cl)cc1NC(=O)CN1C(=O)CSc2ccc(S(=O)(=O)N3CCCC3)cc21 | ?
CN1c2cc(C(=O)NCc3cccs3)ccc2C(=O)N2CCCCC21 (stereo not drawn) | i
O=C(Nc1ccccc1)Nc1cccc(-c2nnc3n2CCCC3)c1 | i
COc1ccc(OC(=O)CSc2nnc(-c3ccc(F)cc3)o2)cc1 | 14%

Four of the compounds above, field by field:
COc1ccc(NC(=O)C2(C)CN(C)Cc3ccc(Nc4cccc(OC)c4)nc32)cc1 (stereo not drawn)
  Pf Dd2 growth: ?

Cc1cccc(N(C)C(=O)CN2C(=O)NC3(CCCCC3)C2=O)c1
  Pf Dd2 growth: -7%

CN1CCC(NC(=O)C2(C)CCCc3cnc(NCc4ccccc4)nc32)CC1 (stereo not drawn)
  Pf Dd2 growth: -21%[44.1 µM]

COc1cccc(C(=O)NCc2nc(-c3ccccc3)no2)c1OC
  Pf Dd2 growth: 26%

Further records:
SMILES | Pf Dd2 growth
CCc1cccc(C)c1NC(=O)Cn1cc2c(n1)CCCCC2 | 49%[activator][0.594 µM]
Cc1ccc(NC(=O)C2CCCN(S(=O)(=O)c3ccc4c(c3)CCCC(=O)N4)C2)cc1N(C)C (stereo not drawn) | 5%
COCC1CN(C2CCC2)CC12CCN(C(=O)c1ccc(OC)cc1)CC2 (stereo not drawn) | -6%
COc1ccccc1N1CCN(C(=O)c2cc(NC(=O)C(C)C)cc3nc(C)ccc23)CC1 | i
CCOC(=O)c1c(C)n(-c2ccccc2)c2ccc(OC(=O)c3ccccc3Cl)cc12 | ?
CCOC(=O)c1c(SCC(=O)Nc2cccc(C)c2C)nc(=O)[nH]c1C | 9%
Cn1c(C(=O)N2CCC(N3CCCCC3)CC2)cc2c1CCN(Cc1cccc(F)c1)C2 | ?
O=C1CC(c2ccccc2)Cc2[nH]c(=O)c(C(=O)Nc3cccc(F)c3)cc21 (stereo not drawn) | ?
COc1ccccc1CNC(=O)C1(c2ccc(NC(C)=O)cc2)CCCCC1 | ?
Cc1ccc(S(=O)(=O)C(CNC(=O)c2ccccc2F)c2cccs2)cc1 (stereo not drawn) | 13%
Clc1ccc(-c2ccc(CN3CC[C@H]4CC[C@@H](C3)N4)o2)cc1 | ?
Cc1nc(-c2ccccc2Br)cc([C@H]2CN3CC[C@H]2C[C@@H]3CNC(=O)c2cccs2)n1 | -21%
CC(C)c1noc(-c2cn(C3CCN(C(=O)c4ccc[nH]4)CC3)nn2)n1 | ?
COC[C@H]1CCCN1Cc1nc(C2(O)CCN(C(C)=O)CC2)cs1 | 44%[activator][44.1 µM]
Cc1nc([C@@H]2CN(C(=O)Cc3ccc(S(C)(=O)=O)cc3)C[C@H]2C(N)=O)n[nH]1 | 6%
NC(=O)C1CCN(C(=O)[C@H]2C[C@@H](O)[C@H](O)[C@@H]3N=C(Nc4cccc(C(F)(F)F)c4)S[C@@H]32)CC1 | i
Cc1nn2c(=O)cc(COC(=O)c3cccc(NC(=O)CCc4ccccc4)c3)nc2s1 | i
COc1ccccc1NC(=O)NC[C@H]1O[C@H](Cc2cc(-c3ccc(F)cc3)on2)CC[C@@H]1O | ?
Cn1ccnc1C(=O)N1C[C@@H](Oc2cccnc2)C[C@H]1C(=O)N1CCCC1 | -24%
CN(C)c1cccc(NC(=O)c2ccc3c(c2)NC(C)(COc2cccnc2)CO3)c1 (stereo not drawn) | ?
COc1ccc(CCn2nc3n(c2=O)CCN(Cc2ccccc2C)C3=O)cc1 | -7%
CCc1ccccc1NC(=O)C1CCN(c2nc3ccccc3[nH]2)CC1 | i
COc1ccc(C(=O)N2CCCC(c3nc(-c4ccccc4)no3)CCNC(=O)CC2)cc1 (stereo not drawn) | -10%
CCc1nn(CC(=O)NCc2ccc(C)cc2)c(=O)c2cc3occc3n12 | 24%
O=C(Nc1ccc2nc(SCC(=O)N3CCc4ccccc43)sc2c1)c1ccccc1F | -6%
O=C(O)c1cccc(-c2cc(C(F)(F)F)ccc2Cl)c1 | 4%
COCC(=O)N[C@H]1C[C@@H](CO)N(Cc2cccc(F)c2F)C1 | -11%
Cc1ccnc(NC(=O)C2CC(=O)N(c3n[nH]c4cccc(F)c34)C2)c1 (stereo not drawn) | -12%
Cc1cccc(NC(=O)c2cc3n(n2)CC(c2ccc(Cl)cc2)OC3)c1C (stereo not drawn) | -15%
Cc1nc(C)c(C(=O)N2CCc3nn(Cc4ccccc4)c(=O)n3CC2)s1 | -24%

Sorted by length of the SMILES (high to low): part of the list above.
SMILES | Pf Dd2 growth
Cc1nn2c(=O)cc(COC(=O)c3cccc(NC(=O)CCc4ccccc4)c3)nc2s1 | i
Cc1ccnc(NC(=O)C2CC(=O)N(c3n[nH]c4cccc(F)c34)C2)c1 (stereo not drawn) | -12%
COc1ccc(CCn2nc3n(c2=O)CCN(Cc2ccccc2C)C3=O)cc1 | -7%
CCc1ccccc1NC(=O)C1CCN(c2nc3ccccc3[nH]2)CC1 | i

(next part)
SMILES | Pf Dd2 growth
Cc1nnc(-c2cc(-c3ccc([S+](C)(=O)[O-])cc3)ccn2)n1Cc1ccccc1 | ?
Cc1ccc(Cl)cc1NC(=O)c1cccc(NC(=O)N2CCSc3ncccc32)c1 | -3%
Cn1ncc(N2CCC(CNC(=O)C3=Cc4ccccc4OC=C3)C2)cc1=O (stereo not drawn) | ?
COc1ccc2c(CNCCc3cccs3)c(C(=O)O)n(Cc3cccc(F)c3)c2c1 | i
COCCCN1CC2(CCN(C(=O)Cc3nonc3C)CC2)CC1=O | -18%
CCC(=O)C1=C(c2ccc(C)cc2)N(C(=O)CC)n2c(nnc2C2CCCCC2)S1 | ?
O=C(NCCc1ccncc1)C1CN(C(=O)Cc2ccccc2Cl)CC12CCOCC2 (stereo not drawn) | 9%
Cc1ccc(S(=O)(=O)N2CCN(Cc3ccc4c(c3)OCO4)CC2)cc1 | i
O=c1c2nc(-c3cccc(C(F)(F)F)c3)ccc2ncn1Cc1ccccn1 | -8%[44.1 µM]
COc1cccc(NC(=O)CSCn2nnc3c(=O)[nH]c(Cc4ccc(F)cc4)nc32)c1 | 35%[activator]
CC(C)(C)c1cnc([C@@H]2COCCN2Cc2ccc(C(=O)O)cc2)[nH]1 | 4%[44.1 µM]
CCCCNC(=O)c1cccc2c1CCN2C(=O)Nc1ccccc1 | ?
CCC1Oc2ccc(NC(=O)COc3ccccc3)cc2CN(Cc2ccccc2Cl)C1=O (stereo not drawn) | ?
COc1cccc(-c2cc3c(=O)n(CCNC(=O)c4cccnc4)ccn3n2)c1 | i
O=C(Nc1ccccc1)N1CC(n2cc(C(=O)N3CCOCC3)nn2)C1 | 24%
Cc1cccn2c(=O)c(C(=O)NCCc3ccc(Cl)cc3)cnc12 | i
Cc1nc(N2CCC(NC(=O)C(C)c3ccccc3)CC2)cc(C(F)(F)F)n1 (stereo not drawn) | -9%
CN1CCCCC12Cc1ccccc1CN(C(=O)C1CCCC1)C2 (stereo not drawn) | ?
CCOc1ccc(S(=O)(=O)NCc2cccn2Cc2cccc(C)c2)cc1 | -13%
CCc1ccc(Nc2ncnc3c2cnn3-c2cc(Cl)ccc2C)cc1 | 10µM*
O=C(NC1CCCN(c2cc(-c3ccc(F)cc3)[nH]n2)C1)c1cnccn1 (stereo not drawn) | i
Cc1nc(-c2cnccn2)n(CC(=O)Nc2ccc3c(c2)OCCO3)c(=O)c1C | ?
CCCc1nc(C(=O)N(C)Cc2cnn(-c3ccccc3C)c2)cs1 | 2%
CCOC(=O)N1CCC(NC(=O)c2ccc3c(c2)N(Cc2ccc(Cl)cc2)C(=O)c2ccccc2S3(=O)=O)CC1 | ?
COc1ccc2c(c1)C1(CCN(C(=O)Nc3ccccc3OC)C1)C(=O)N2 (stereo not drawn) | 24%
CCS(=O)(=O)N1CCCC(n2c(C)cnc2C2CC2)C1 (stereo not drawn) | ?
CCS(=O)(=O)N1CCCCCCNC(=O)[C@@H]2C[C@@H](C(=O)NCCc3c[nH]c4ccccc34)C[C@@H]21 | ?
Cc1ccccc1C(=O)N1CCC(C(NC(=O)c2ccccc2Cl)C(=O)N2CCCCC2)CC1 (stereo not drawn) | i
CCCS(=O)(=O)N1CCCC1c1nc2ccccc2s1 (stereo not drawn) | -11%
CC(O)c1cc2n(n1)CCN(C1CCN(C(=O)c3cnccn3)CC1)C2 (stereo not drawn) | -5%
CCn1ncc(N2CCC(NC(=O)C(C)(C)CC)CC2)cc1=O | 3%
Cc1ccccc1-c1nc(CS(=O)CC(=O)NCCc2ccc(Cl)cc2)c(C)o1 (stereo not drawn) | -5%
CN1CCC([C@@H]2CN(S(=O)(=O)c3cccnc3)C[C@H]2C(N)=O)CC1 | 45%[activator]
CCc1noc(-c2nc(-c3ccc(OC)cc3)no2)n1 | -5%
Cc1nc(-c2ccco2)cc([C@H]2CN3CC[C@H]2C[C@@H]3CNC(=O)NC2CCCCC2)n1 | ?
O=C(O)c1ccc(-c2ccc(N3CCCCCC3)nc2)cc1 | -7%
Cc1cc(CN2C[C@@H](CO)[C@H](NC(=O)C3CC3)C2)n(C)n1 | 10%
Cc1cccc(-c2noc(CN(C(=O)c3ccc(C)c(C)c3)C(C)C)n2)c1 | 7%
Cc1cccc(-c2nc3cnccn3c2NCCC(=O)N(C)C)c1 | 9%
CC(C)c1noc([C@@H]2C[C@H](NS(=O)(=O)c3ccccc3)CN2C)n1 | -1%[44.1 µM]
Cc1cccc(NC(=O)Cn2c(=O)n(CCCCCC(=O)NCc3ccc4c(c3)OCO4)c(=O)c3sccc32)c1 | ?
CCSc1ncc(Cl)c(C(=O)Nc2ccc(S(=O)(=O)N(C)c3ccccc3)cc2)n1 | 17%
COc1ccc(COC(=O)c2[nH]c3c(c2C)C(=O)CC(c2ccc(OC)c(OC)c2)C3)cc1 (stereo not drawn) | ?
Cc1cc(=O)n(CC(=O)Nc2cc(F)ccc2F)c(-c2ccccc2)n1 | i
CC(NC(=O)CCc1cn(Cc2ccccc2Cl)c2ccccc12)c1ccccc1 (stereo not drawn) | ?

Single entries from the results shown:
Value of CC(C)c1noc([C@@H]2C[C@H](NS(=O)(=O)c3ccccc3)CN2C)n1 under Pf Dd2 growth: -1%[44.1 µM]
Value of Cc1cccc(-c2nc3cnccn3c2NCCC(=O)N(C)C)c1 under Pf Dd2 growth: 9%
Value of CN1CCC([C@@H]2CN(S(=O)(=O)c3cccnc3)C[C@H]2C(N)=O)CC1 under Pf Dd2 growth: 45%[activator]
Value of Cc1ccccc1-c1nc(CS(=O)CC(=O)NCCc2ccc(Cl)cc2)c(C)o1 (stereo not drawn) under Pf Dd2 growth: -5%
Value of CCSc1ncc(Cl)c(C(=O)Nc2ccc(S(=O)(=O)N(C)c3ccccc3)cc2)n1 under Pf Dd2 growth: 17%
Value of Cc1cccc(-c2noc(CN(C(=O)c3ccc(C)c(C)c3)C(C)C)n2)c1 under Pf Dd2 growth: 7%
Value of CCn1ncc(N2CCC(NC(=O)C(C)(C)CC)CC2)cc1=O under Pf Dd2 growth: 3%

Next section:
SMILES | Pf Dd2 growth
COc1ccccc1-c1noc(CCCC(=O)Nc2cc(C)ccc2C)n1 | -13%
CN1CCOc2c(C(=O)NCC[S+](C)(=O)[O-])cc(-c3ccccc3)cc21 | -21%[44.1 µM]
Cc1ccc(C)c(C(=O)N2CCC3(CC2)N(C)C(=O)CS3(=O)=O)c1 | 2%
COc1ccc(NC(=O)N[C@H]2C[C@@H](c3nc(-c4ccncc4)no3)N(C)C2)cc1 | -2%[44.1 µM]
COc1cccc([S+](=O)([O-])N2CCn3c(nn(-c4ccc(Cl)cc4)c3=O)C2)c1 | 3%
Cc1ccc(C(=O)c2cn(Cc3cccc(F)c3)c3nc(C)ccc3c2=O)cc1 | ?
Cc1ccc(-n2c(=O)c3c(C)c(C)sc3n(Cc3ccc(F)cc3Cl)c2=O)cc1C | i
O=C(Cc1cccs1)NC1CCCN(c2cc(-c3ccccc3)[nH]n2)C1 (stereo not drawn) | i
COc1ccc(CCNC(=O)c2csc3c2CCCCC3)c(OC)c1 | 7%
COc1ccc2c(c1)CCN=C2C[C@H]1CN(C(=O)c2ccc(F)cc2)CC[C@H]1CC(=O)O | -21%[44.1 µM]
CCOc1ccc(S(=O)(=O)NCCc2sc3nc(-c4ccc(F)cc4)nn3c2C)cc1 | 19%
CCN1c2cc(C(=O)Nc3cccc(F)c3)ccc2C(=O)N2CCCCC21 (stereo not drawn) | -5%
Cc1ccc2oc(=O)c3cc(C(=O)Nc4ccc(C)c(F)c4)sc3c2c1 | 32%[activator]
O=C(Nc1ccc(Cl)cc1)c1cc2nc(-c3ccc4c(c3)OCO4)cc(C(F)(F)F)n2n1 | 60%[activator]
O=C(CCn1c(=O)c2cccn2c2cccnc21)N1CCN(c2cccc(Cl)c2)CC1 | ?
COc1ccc(N2CCN(C(=O)c3cc(NS(=O)(=O)c4ccc(F)cc4)ccn3)CC2)cc1 | 2%
Cc1ccc(-c2nnc(C3CN(C(=O)c4ccc(C)nc4)CC34CCOCC4)o2)cc1 (stereo not drawn) | -5%

Source: PubChem
